# TexasRed fluor: alters Texas Red total fluorescence, flagging assay interference; TRb/SRC2 Texas Red total fluorescence interference; Potency, µM (series often up to 106 µM), for inactives: at the highest dose fluorescence change, negative = quenching; hit rate 0.29% among 280,000; active = well fitted curve in either direction with a large enough effect; inconclusive = small, poorly fitted or top-dose-only effect
#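 Human TRβ ligand-binding domain (0.6 uM) and Texas Red SRC2 peptide (20 nM) in Tris buffer with 1 uM T3 and 5% DMSO were incubated with pinned compound for 5 hr at ambient temperature. Total fluorescence was computed as S + 2P (555/632 nm).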
# GoLoco inh red: RGS12 GoLoco-Gai1 interaction inhibition | P63096 | Gai1:RGS12 GoLoco peptide FP, rhodamine, 10 min | Potency, µM (titrated, usually from 61.6 µM), inactives show at the highest dose activity, negative = inhibition, usual class: inhibitors | hit rate 0.44% among 230,000; active = well fitted inhibition curve with a large enough effect, not every such curve was filed as active; inactive = no such curve, though single readings can be large or run the other way; note: nearly all actives have a fitted effect of over 30% in size; many of its hits are not listed in these tables
# Target sequence (P63096 whole entry, looked up): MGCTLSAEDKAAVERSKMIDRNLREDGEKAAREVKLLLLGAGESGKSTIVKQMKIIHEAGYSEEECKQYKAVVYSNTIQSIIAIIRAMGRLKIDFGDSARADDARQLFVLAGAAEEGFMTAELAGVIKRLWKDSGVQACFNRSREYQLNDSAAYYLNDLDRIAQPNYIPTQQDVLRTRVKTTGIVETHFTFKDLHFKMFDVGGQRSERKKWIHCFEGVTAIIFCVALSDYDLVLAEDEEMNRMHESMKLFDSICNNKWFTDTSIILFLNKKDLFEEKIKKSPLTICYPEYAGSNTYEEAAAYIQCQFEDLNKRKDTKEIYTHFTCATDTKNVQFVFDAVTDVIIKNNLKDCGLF
# L3MBTL1 inh: inhibitors of human L3MBTL1; AlphaScreen L3MBTL1–H3K9me1 peptide binding; Potency, µM (series often up to 57.1 µM), inactives show top-dose activity, negative = inhibition, most hits filed as inhibitors; hit rate 0.66% among 230,000; note: nearly all actives have a fitted effect of over 60% in size
#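 First, the protein-peptide complex forms for 30 min at room temperature (L3MBTL1 50 nM, biotinylated H3K9me1 peptide 75 nM). Next, compounds are pin-transferred and incubated 30 min. Finally, AlphaScreen beads are added and read after 30 min.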
# GAA glycogen: alters human alpha-glucosidase cleavage of glycogen; recombinant GAA, glycogen substrate, Amplex Red glucose oxidase fluorescence; Potency, µM (doses to about 76.4 µM), for the others: at the highest dose activity change, negative = inhibition, hits mostly inhibitors; hit rate 0.38% among 300,000;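 note: 0% = full enzyme reaction and -100% = no-enzyme basal signal; the screen sought inhibitors and activators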
#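 qHTS, 1536-well; enzyme 4 nM final; cpd up to 77 uM; substrate bovine liver glycogen 30 ug; 50 mM citrate/phosphate pH 5.0, 0.01% Tween-20; 37 C, 40 min; Amplex Red detection 45 min RT; Hill fit → AC50.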
# GAA inh: alpha-glucosidase (human) inhibition. purified human GAA, 4-MU-alpha-glucoside fluorescence. Potency, µM (top dose mostly 76.9 µM), for the others: at the highest dose activity change, negative = inhibition, most hits filed as inhibitors. AID 1466. P10253. hit rate 0.005% among 200,000;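 note: plate controls were uninhibited enzyme wells for no effect and no-enzyme background for full effect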
#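 Compounds are titrated up to 77 uM against 4 nM human enzyme. Substrate 4-methylumbelliferyl-alpha-D-pyranoside (400 uM) reacts 20 min at room temperature in pH 5.0 buffer; liberated 4-methylumbelliferone is read at 440 nm.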
# aGlu spleen mod: inhibits or activates alpha-glucosidase in human spleen homogenate; AID 2112; P10253; human spleen homogenate, 4-MU-alpha-glucoside fluorescence; Potency, µM (doses to about 79.9 µM), without a hit: at the highest dose activity change, negative = inhibition, usual class: inhibitors; hit rate 0.006% among 240,000;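 note: 0% = enzyme with vehicle and -100% = no enzyme basal signal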
#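 AC50 values come from Hill-equation fits of concentration-response data, normalized to no-enzyme and full-activity controls. Enzyme source: 1 ug human spleen homogenate; 1 mM fluorogenic 4-MU glucoside, pH 5.0 citrate buffer, 37 C, 40 min.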
# RECQ1 helicase: RECQ1 (human) helicase inhibition; P46063; RECQ1 DNA unwinding, red fluorescence kinetic read; Potency, µM (top dose mostly 57.3 µM), without a hit: top-dose activity, negative = inhibition, hits mostly inhibitors; hit rate 0.54% among 240,000; AID 2549;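 note: plate controls were vehicle for no effect and no enzyme for full effect; nearly all actives have a fitted effect of over 30% in size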
# Target sequence (P46063 whole entry, looked up): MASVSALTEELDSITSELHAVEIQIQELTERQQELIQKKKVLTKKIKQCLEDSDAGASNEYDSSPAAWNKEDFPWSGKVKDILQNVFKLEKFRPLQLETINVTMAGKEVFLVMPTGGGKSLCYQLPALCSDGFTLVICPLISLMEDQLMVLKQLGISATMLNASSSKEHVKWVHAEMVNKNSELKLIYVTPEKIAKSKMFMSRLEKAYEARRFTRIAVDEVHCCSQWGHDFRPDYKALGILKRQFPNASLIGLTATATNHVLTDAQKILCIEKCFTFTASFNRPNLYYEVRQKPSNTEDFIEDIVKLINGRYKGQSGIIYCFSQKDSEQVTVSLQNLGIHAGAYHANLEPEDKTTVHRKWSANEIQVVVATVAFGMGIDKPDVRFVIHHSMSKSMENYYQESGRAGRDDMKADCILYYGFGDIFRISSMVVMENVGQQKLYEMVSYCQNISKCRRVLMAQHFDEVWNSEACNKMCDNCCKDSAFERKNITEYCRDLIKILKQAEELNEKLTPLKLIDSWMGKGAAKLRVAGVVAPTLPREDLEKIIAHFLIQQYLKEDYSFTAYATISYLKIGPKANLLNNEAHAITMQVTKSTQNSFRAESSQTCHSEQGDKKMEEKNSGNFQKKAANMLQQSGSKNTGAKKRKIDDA
#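 RECQ1T1 50 nM; forked duplex (20 bp + 30-nt ss tails) 200 nM, ATP 2 mM final; pH 8.0, 2 mM MgCl2, 2.5 ug/ml poly(dI-dC); 15 min compound preincubation; discontinuous kinetic read over 2 h at RT.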
# TRb SRC2 PPI: TRbeta-SRC2 interaction inhibition; AID 1469; P10828; hit rate 0.065% among 280,000; TRbeta-SRC2 peptide binding, fluorescence polarization; receptor liganded with 1 µM T3; Potency, µM (highest dose often 106 µM), for inactives: at the highest dose activity change, negative = inhibition, most hits filed as inhibitors;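 note: plate controls were bound peptide for no effect and peptide without receptor for full effect; nearly all actives have a fitted effect of over 50% in size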
#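 Human TRb LBD (0.6 uM) plus Texas Red-labeled SRC2 peptide (20 nM), 1uM T3, 5% DMSO, 5 hr at ambient temperature. Decreased polarization (555/632 nm) flags inhibition; data normalized to free and bound peptide controls.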
# * hit, by the source's call; i = inactive; ? = inconclusive; . = no result given; & = joins results of further samples; [ ] = another dose, or the depositor's remark. Unless noted, calls come from the whole dose curve; as a rule, active = well fitted curve in the direction sought with a large enough effect; inconclusive = small, poorly fitted or top-dose-only effect, or another doubt; inactive = no such curve, though single readings can be large; an effect the other way counts as inactive or inconclusive. Unless noted, % is set by controls: 0 for no effect and ±100 for the full control effect; potency is the fitted concentration of half-maximal effect.
SMILES,TexasRed fluor,GoLoco inh red,L3MBTL1 inh,GAA glycogen,GAA inh,aGlu spleen mod,RECQ1 helicase,TRb SRC2 PPI
COc1ccc(OC)c(-n2c(SCC(N)=O)nnc2-c2c[nH]c3ccccc23)c1,-1%,2%,.,-16%,-4%,-1%,-7%,1%
CSc1nc(O)c(/C=C2\C=Nc3ccccc32)[nH]1,-3%,27%,-18%,?,1%,3%,5%,-11%
CN(C)CCSc1nnc(-c2ccccc2)o1,-2%,10%,-3%,-9%,-3%,-7%,i,-2%
Brc1ccc(/C=N/Nc2ncnc3c2cnn3Cc2ccccc2)cc1,-3%,-12%,31%[activator],22%,1%,-6%,6%,-27%
Cc1onc(-c2c(Cl)cccc2Cl)c1C(=O)ONC(=O)c1cc(C(F)(F)F)cc(C(F)(F)F)c1,-2%,-11%,8%,-16%,-3%,1%,i,10%
O=[N+]([O-])c1ccc2nc(-[n+]3c(-c4ccccc4)cc(-c4ccccc4)cc3-c3ccccc3)[nH]c2c1,-1%,9%,-5%,-1%,?,?,-6%,-4%
CCNc1ccc(Br)cc(C(=O)/C=C/c2c(Cl)cccc2Cl)c1=O,-2%,73%[activator],8.9µM*,-28%,-6%,-7%,1%,-2%
O=C(O)C1CCCCC1C(=O)NCCCN1CCOCC1 (centres undefined),-4%,0%,4%,3%,-2%,-16%,i,5%
COC(=O)CNc1nc(-c2ccccc2F)nc2ccccc12,-3%,-11%,9%,3%,-6%,-1%,8%,-2%
O=S(=O)(c1ccc2c(c1)OCCO2)N1CCN(Cc2ccc3c(c2)OCO3)CC1,-1%,-5%,-5%,-2%,?,-4%,-2%,-4%
CCOCCCNC(=O)C(c1ccc(OC)cc1)N(Cc1cccs1)C(=O)c1ccccn1 (centres undefined),-2%,0%,3%,-5%,2%,0%,-5%,0%
CCCCCCCCc1nc(=S)[nH][nH]1,-3%,-2%,4%,-27%,-4%,-4%,-3%,-3%
c1cc2c(cc1CN1CCOCC1)OCO2,0%,2%,.,-1%,-22%,-2%,-6%,2%
Cn1c(CCNC(=O)c2ccccc2)nc2cc(NC(=O)c3ccco3)ccc21,0%,1%,.,2%,11%,1%,13%,-2%
Cc1ccc(NC(=O)CSC(N)=O)cc1Cl,0%,12%,7%,8%,-27%,0%,i,2%
O=c1[nH]nc(SCc2cc(Cl)ccc2Cl)c(=O)[nH]1,-1%,3%,8%,2%,.,5%,-2%,-5%
CCn1cc(S(=O)(=O)CC(=O)Nc2cc(C)on2)c2ccccc21,-1%,7%,4%,-7%,-8%,2%,-1%,-8%
CC(=O)NS(=O)(=O)c1ccc2sc(C)nc2c1,-1%,6%,0%,3%,-1%,-2%,-1%,-3%
Cc1ccc(CSc2nnc(-c3ccccc3N)c(=O)[nH]2)cc1,-10%,13%,.,?,3%,-3%,-7%,-5%
COc1cc(S(N)(=O)=O)c(OC)cc1N,-1%,-19%,-1%,-1%,2%,-4%,-9%,-9%
Oc1[nH]c2ccccc2c1C1=NCCCCC1,-1%,8%,-21%,-7%,-5%,0%,-7%,2%
COCCn1c(=O)[nH]c2cc(C(=O)NCc3cccnc3)ccc2c1=O,0%,1%,3%,3%,?,13%,6%,-5%
C=CC(O)Cc1c(C)n[nH]c1C (centres undefined),-2%,-2%,4%,-18%,-7%,-2%,-5%,-10%
O=C(CSc1ccccc1)NCCCN1CCOCC1,1%,.,-1%,-14%,1%,6%,i,-2%
O=C(NN1C(=O)/C(=C/c2cccs2)SC1=S)c1ccccc1,-11%,5%,8%,-8%,-10%,4%,-7%,5%

# Whole records as entered above:
# Results for O=C(O)C1CCCCC1C(=O)NCCCN1CCOCC1 (centres undefined) → TexasRed fluor = -4%; GoLoco inh red = 0%; L3MBTL1 inh = 4%; GAA glycogen = 3%; GAA inh = -2%; aGlu spleen mod = -16%; RECQ1 helicase = i; TRb SRC2 PPI = 5%
# Results for c1cc2c(cc1CN1CCOCC1)OCO2 → TexasRed fluor = 0%; GoLoco inh red = 2%; L3MBTL1 inh = .; GAA glycogen = -1%; GAA inh = -22%; aGlu spleen mod = -2%; RECQ1 helicase = -6%; TRb SRC2 PPI = 2%

# More compounds follow.
SMILES,TexasRed fluor,GoLoco inh red,L3MBTL1 inh,GAA glycogen,GAA inh,aGlu spleen mod,RECQ1 helicase,TRb SRC2 PPI
CCOC(=O)N1CCN(C(=S)NCCOC)CC1,0%,4%,.,-9%,?,1%,-9%,-15%
CC(C)CNC(=O)NC(=O)CSc1nc2ccccc2n1CC(C)C,-1%,6%,.,-4%,-1%,3%,-10%,-4%
CN1CCN(Cc2nc3c(c(=O)[nH]c(=O)n3C)n2CCc2ccccc2)CC1,-1%,8%,10%,0%,6%,-3%,2%,3%
CCCCNC(=O)CSc1nc2cc3c(cc2c(=O)n1Cc1ccco1)OCO3,-2%,12%,0%,7%,0%,-6%,i,9%
NC(=O)c1ccc(C(F)(F)F)cn1,-2%,10%,7%,-3%,8%,-2%,i,1%
CCN(CC)S(=O)(=O)c1cc(C(=O)O)ccc1OC,1%,5%,.,1%,.,2%,-4%,-3%
CC(C)(C)c1ccc(-c2noc(CCC(=O)NCc3ccco3)n2)cc1,-4%,9%,18%,-5%,-9%,.,i,-2%
CCOCCC(=O)Nc1cc(Cl)ccc1OC,-1%,6%,.,-5%,-3%,-5%,-5%,8%
N#Cc1cc2c(nc1SCc1ccc(Cl)cc1)CCCC2,1%,-6%,14%,-5%,-17%,-11%,-4%,7%
O=C(NN1C(=O)C2C3C=CC(C4CC34)C2C1=O)c1ccc(Cl)cc1Cl (centres undefined),-7%,-3%,0%,9%,10%,-2%,i,-1%
c1ccc(-c2nnc(C(c3ccccc3)c3ccccc3)o2)cc1,-1%,3%,40%[activator],6%,?,-4%,-16%,2%
CC(=O)Nc1ccc(SCC(=O)Nc2ccccc2-c2ccccc2)cc1,?,2%,-1%,-21%,3%,-3%,-7%,-10%
O=C(CCC(=O)c1cccs1)NC(c1ccccc1)c1ccccc1,2%,-1%,2%,1%,2%,-7%,-7%,-7%
CCOc1ccccc1N1CCN(C(=O)COc2ccc3c(C)cc(=O)oc3c2)CC1,-6%,1%,-3%,2%,10%,-2%,-3%,5%
Cc1csc(NC(=O)C2COc3ccccc3O2)n1 (centres undefined),0%,-6%,.,6%,?,-3%,-10%,-9%
CCN1CCc2nc(NC(=O)CC(c3ccccc3)c3ccccc3)sc2C1,-3%,5%,-3%,?,3%,-3%,-11%,-1%
CC(C)COC(=O)C1[C@H]2C(=O)N(Cc3cccs3)C[C@]23C=C[C@H]1O3 (some centres undefined),-2%,2%,4%,0%,-3%,6%,-5%,-4%
Cc1ccc2nc(NS(C)(=O)=O)sc2c1,0%,6%,8%,24%,12%,5%,i,-10%
Cc1ccc(CCNC(=O)Cn2cccc2)cc1,2%,-1%,1%,6%,-3%,3%,-6%,1%
CCOC(=O)N1CCN(C(=O)CSc2ccc(-c3ccc(OC)cc3)nn2)CC1,0%,10%,11%,0%,1%,.,2%,-2%
COCCN1C(=O)N[C@@H](CCc2ccccc2)C(C(C)=O)=C1C,2%&-6%,5%&1%,29%,-15%,-3%[15.4 µM],-5%&-3%,-3%&-4%,5%&-3%
COC(=O)C(Cc1cnc(Cl)s1)(C(=O)OC)c1ccc(C(F)(F)F)cc1[N+](=O)[O-],-1%,3%,.,0%,-2%,-5%,-11%,-12%
CCOC(=O)Cn1nnnc1C(CC)N(Cc1cc2ccc(C)cc2[nH]c1=O)C1CCCC1 (centres undefined),-1%,10%,.,-3%,?,-16%,i,-14%
CCn1c(=O)c(=O)n(CC)c2cc(N3CCCCC3)c(NC(=O)c3ccc(Cl)cc3)cc21,-11%,.,-8%,-3%[76.3 µM],.,.,.,-3%
Cc1cccc(NC(=S)N(C)C2CCCCC2)c1,-5%,3%,-15%,-2%,1%,2%,-1%,4%

# (list continues)
SMILES,TexasRed fluor,GoLoco inh red,L3MBTL1 inh,GAA glycogen,GAA inh,aGlu spleen mod,RECQ1 helicase,TRb SRC2 PPI
CC1CCN(C(=O)COC(=O)c2ccccc2NC(=O)c2ccco2)CC1,-1%,2%,-8%[2.29 µM],19%,6%,-3%,13%,-8%
COc1ccccc1N(CC(=O)NCc1ccc(F)cc1)C(=O)CCC(=O)Nc1ccccn1,0%[53 µM],10%,-5%,-5%,?,1%,i,10%[53 µM]
CCOc1ccccc1NC(=O)CCN1CCN(S(=O)(=O)c2ccc(OC)cc2)CC1,-5%,5%,-11%,0%,0%,-4%,-6%,-15%
CCOC(=O)N1CCC(NC(=O)c2ccc(CS(=O)(=O)c3ccccc3C)o2)CC1,-7%,7%,.,4%,-4%,-2%,-19%,-2%
CCOC(=O)c1cnc(-c2ccccc2)nc1N1CCOCC1,0%,0%,8%,-5%,-5%,.,0%,-16%
O=C(CCc1ccccc1)Nc1cc(C(F)(F)F)ccc1Cl,-1%,4%,21%,-4%,4%,0%,-2%,3%
O=C(O)c1ccc(/C=N/Nc2ccc(S(=O)(=O)N3CCCC3)cc2[N+](=O)[O-])cc1,-5%,8%,-5%,8%,-13%,-2%,8%,-2%
O=C(CC1SC(=NCc2ccccc2)NC1=O)Nc1ccccc1 (centres undefined),-2%,9%,-8%,-7%,-4%,-1%,-13%,0%
CN(C)S(=O)(=O)n1ccnc1,0%,2%,.,1%,-2%,-5%,-1%,0%
CC(C)OCCCNc1ncnc2c1[nH]c1ccc(F)cc12,0%,14%,-2%,-3%,-1%,-6%,-4%,0%
COc1ccc(C2N(c3ccccn3)C(=O)C3CCCN32)c(OC)c1 (centres undefined),-3%,14%,4%,2%,-2%,-7%,-5%,-9%
Cc1sc2nc(CSc3ncn[nH]3)[nH]c(=O)c2c1C,-1%,0%,-1%,-1%,11%,-1%,-3%,-7%

# Structures listed so far that have bromine, in the order listed:
SMILES,TexasRed fluor,GoLoco inh red,L3MBTL1 inh,GAA glycogen,GAA inh,aGlu spleen mod,RECQ1 helicase,TRb SRC2 PPI
Brc1ccc(/C=N/Nc2ncnc3c2cnn3Cc2ccccc2)cc1,-3%,-12%,31%[activator],22%,1%,-6%,6%,-27%
CCNc1ccc(Br)cc(C(=O)/C=C/c2c(Cl)cccc2Cl)c1=O,-2%,73%[activator],8.9µM*,-28%,-6%,-7%,1%,-2%

# Screening data as filed in PubChem.

# These rows are one share of the data, so the mix of outcomes need not match the whole.
